Screening data: PubChem BioAssay, several laboratories
DYRK1A inh: blocks rat Dyrk1A kinase activity. 310,000 compounds, 0.43% hits. Q63470. AID 504441. ADP-Glo luminescence, NFATc1 peptide. inhibition, % at 12.5 µM; in the data active = inhibition above about 50%;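 also: plate controls were vehicle with enzyme for no effect and no enzyme for full effect; many of its hits are not listed in these tables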
KCNQ1 act: potentiates or activates the human KCNQ1 potassium channel; AID 2648; B-score at 10 µM; P51787; 310,000 compounds, 0.35% hits; CHO-K1 KCNQ1, thallium flux FluxOR fluorescence; stronger effect = higher value;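 active = fluorescence ratio B-score, a plate-corrected score, at least three library SD, with initial intensity B-score within 5 SD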
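System: Stable KCNQ1 CHO-K1 line | Incubation: 90 min dye loading and 20 min compound exposure, both at room temperature | Measure: Ratio B score | Medium: Assay buffer for compound exposure, DMSO matched across wells | Compound dosing: Single-concentration screen | Probe or stimulus: K+/Tl+ depolarizing stimulus | Measured by: Kinetic FluxOR fluorescence, 10 s baseline plus 110 s post-stimulus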
TRPC4 potent: TRPC4 (mouse) allosteric potentiation; HEK293 TRPC4beta/mu-opioid, DAMGO EC20, Fluo-4 Ca2+ flux; stronger effect = higher value; Q9QUQ5; 310,000 compounds, 0.42% hits; B-score at 10 µM;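 active = B-score of calcium response area above 5 SD of library B-scores, with initial fluorescence ratio within 5 SD of library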;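 also: B-score of integrated fluorescence ratio over time as area under calcium response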
Target sequence (Q9QUQ5 whole entry, looked up): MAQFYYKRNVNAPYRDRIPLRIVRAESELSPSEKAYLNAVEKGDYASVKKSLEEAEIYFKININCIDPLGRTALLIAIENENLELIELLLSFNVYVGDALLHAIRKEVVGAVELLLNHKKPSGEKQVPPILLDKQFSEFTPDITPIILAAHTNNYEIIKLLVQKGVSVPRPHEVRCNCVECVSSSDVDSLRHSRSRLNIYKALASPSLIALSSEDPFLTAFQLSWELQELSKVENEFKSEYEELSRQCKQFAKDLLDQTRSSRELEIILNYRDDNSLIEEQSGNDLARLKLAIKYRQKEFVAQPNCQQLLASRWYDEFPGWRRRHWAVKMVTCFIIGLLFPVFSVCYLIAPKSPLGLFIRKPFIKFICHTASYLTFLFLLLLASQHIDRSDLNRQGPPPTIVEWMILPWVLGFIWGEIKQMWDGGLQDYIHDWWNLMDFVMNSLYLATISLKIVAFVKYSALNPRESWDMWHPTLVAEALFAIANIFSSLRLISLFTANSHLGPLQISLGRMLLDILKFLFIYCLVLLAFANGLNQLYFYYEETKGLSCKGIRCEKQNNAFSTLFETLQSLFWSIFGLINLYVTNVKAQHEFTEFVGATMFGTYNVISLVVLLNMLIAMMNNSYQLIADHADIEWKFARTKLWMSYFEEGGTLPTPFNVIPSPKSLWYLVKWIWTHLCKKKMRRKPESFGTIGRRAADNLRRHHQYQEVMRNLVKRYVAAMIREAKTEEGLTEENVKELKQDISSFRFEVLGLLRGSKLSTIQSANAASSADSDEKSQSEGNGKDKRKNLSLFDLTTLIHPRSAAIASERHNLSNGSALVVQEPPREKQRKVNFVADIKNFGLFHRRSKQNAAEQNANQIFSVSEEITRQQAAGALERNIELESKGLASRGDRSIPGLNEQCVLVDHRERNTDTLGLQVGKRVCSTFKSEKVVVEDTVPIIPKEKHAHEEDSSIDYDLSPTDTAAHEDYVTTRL
ANO1 activ: activators or potentiators of mouse TMEM16A chloride channel; HEK293 TMEM16A/YFP-H148Q/I152L, iodide quench fluorescence; stronger effect = lower value; B-score at 10 µM; 340,000 compounds, 0.3% hits; AID 623877;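 active = fluorescence-ratio B-score plate-corrected deviation score at least 3 library SD below zero, with starting fluorescence score within 5 deviations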;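 also: channel opened by trigger with iodide after compound preincubation; score built on the fluorescence ratio of max minus min over baseline; more negative score means more quench and so TMEM16A activation or potentiation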
TMEM16A inh: mouse TMEM16A channel inhibition, primary screen; Q8BHY3; HEK293 TMEM16A/YFP iodide influx fluorescence, ionomycin; normalized B-score (activity score, 25-100; higher = stronger inhibition) at 10 µM; 310,000 compounds, 1.2% hits; AID 588511;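 active = ratio plate-corrected score three or more library SD toward inhibition, starting fluorescence score within five deviations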;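 also: score derived from kinetic fluorescence span divided by baseline fluorescence per well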
TRPC4 act: TRPC4 (mouse) channel activation. Q9QUQ5. HEK293 TRPC4beta/mu-opioid, Fluo4 calcium fluorescence; stronger effect = higher value. B-score at 10 µM. 310,000 compounds, 0.49% hits;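 active = B-score above 5 SD of library B-scores, and initial fluorescence ratio not above library mean plus 5 SD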;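 also: positive B-score marks a calcium rise read as TRPC4 activation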
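Material: HEK293 stable line with TRPC4beta plus mu-opioid receptor; technique: Fluo4 calcium-sensitive dye fluorescence, kinetic, 1 Hz baseline; timing: Fluo4 dye loading 45 min at room temperature, 110 s recording; controls: assay buffer as low control, maximal DAMGO as high control; read-out: integrated baseline-normalised fluorescence ratio, converted to per-well B score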
KCNK9 block: inhibitors of human KCNK9 two-pore domain potassium channel. Q9NPC2. HEK293 KCNK9, FluxOR thallium flux fluorescence; stronger effect = lower value. B-score at 10 µM. 310,000 compounds, 1.2% hits;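 active = ratio B-score over 3 SD below the library mean, with starting fluorescence within 5 SD of its mean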;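 also: negative B-score means less thallium flux so channel inhibition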
HDAC3 inhib: human HDAC3 inhibition | O15379 | recombinant HDAC3, fluorogenic peptide/trypsin coupled, fluorescence | inhibition, % at 8.3 µM | 320,000 compounds, 0.15% hits | AID 2718; in the data active = inhibition above about 26%, passing the limit was not always enough; inconclusive = no clear call, values can overlap the other calls
KCNQ1 block: human KCNQ1 channel inhibition; 310,000 compounds, 1.3% hits; AID 2642; B-score at 10 µM; P51787; CHO-K1 KCNQ1, FluxOR thallium flux fluorescence; stronger effect = higher value;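 active = compounds whose thallium flux B-score, printed positive for inhibition, exceeds three library SD while starting fluorescence stays within three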;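 also: channel opened by potassium depolarization with thallium stimulus after 20 min compound exposure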
hERG protect: compounds protecting human hERG from proarrhythmic drug block. Q12809. CHO-hERG, FluxOR thallium flux, dofetilide IC70 present. activation (rescue from dofetilide block), less the hit threshold, % at 10 µM. 310,000 compounds, 0.51% hits;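 active = activation above the mean of controls blocked by dofetilide plus 5 SD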;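 also: thallium influx through hERG after potassium depolarization seen as dye fluorescence rise; in these data hits start at about 4.7%; inactives centre near -7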
KCNK3 block: human KCNK3 channel inhibition, primary screen. O14649. CHO-KCNK3 thallium flux, FluxOR fluorescence; stronger effect = lower value. B-score at 10 µM. 340,000 compounds, 0.84% hits. AID 602410;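 active = B-score under library mean minus 4 SD, starting fluorescence ratio at most library mean plus 5 SD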;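 also: more negative B-score means stronger inhibition of thallium flux through KCNK3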
Starred values were filed as active, the others as inactive; i = inactive; ? = inconclusive; · = no result given. This is a subset, so the mix of outcomes need not match the whole.

Screens in order: DYRK1A inh	KCNQ1 act	TRPC4 potent	ANO1 activ	TMEM16A inh	TRPC4 act	KCNK9 block	HDAC3 inhib	KCNQ1 block	hERG protect	KCNK3 block
- CCCOC(=O)C1[C@H]2C(=O)N(CCCOC)C[C@]23C=C[C@H]1O3 (stereo not given in full)
  -1	i	i	i	i	i	i	?	i	-11	i
- COc1ccc(CC(=O)Nc2cc3oc4ccccc4c3cc2OC)cc1
  -4	i	i	i	i	i	i	-4	i	-10	i
- O=C(CSc1nnc(Cc2cc(=O)[nH]c(=O)[nH]2)n1-c1ccc(F)cc1)N1CCCCC1
  -15	i	i	i	i	i	i	5	i	-9	i
- Cc1ccc(C(=O)N2CC(=O)Nc3ccc(F)cc3C2c2ccccc2)cc1[N+](=O)[O-] (stereo not given)
  3	i	i	i	i	i	i	-6	i	-7	i
- Nc1cc2nc[nH]c2cc1N
  4	i	i	i	·	i	i	·	i	-8	i
- CCCCn1[nH]c(-c2ccccc2)cc1=O
  -1	i	i	i	i	i	i	17	i	-10	i
- COc1cccc(OCc2cc(C(=O)N(C)C3CCOCC3)no2)c1
  -5	i	i	i	i	i	i	2	i	-16	i
- CC(C)C[C@H]1CN=C(Nc2ccccc2)N1CCCC1CCCCC1
  5	i	i	i	i	i	i	-9	i	-23	i
- CCCCCCNC(=O)c1c(O)c2cccc3c2n(c1=O)CCC3
  3	i	i	i	i	i	i	6	i	-3	i
- COC(=O)CN1C(=O)COc2ccc(S(=O)(=O)N3CCCC3)cc21
  -7	i	i	i	i	i	i	-1	i	-3	i
- COc1cc(C(F)(F)F)c(C(=O)N(C)Cc2cc(Cl)cc(Cl)c2)cn1
  -1	i	i	i	i	i	i	7	i	-18	i
- O=C(NCCN1CCCC1=O)C1CCC(=O)N(CCc2ccc(Cl)cc2)C1 (stereo not given)
  1	i	i	i	i	i	i	-1	i	-3	i
- COc1cccc(-c2csc(NNC(=O)c3cccs3)n2)c1
  ·	i	i	i	i	i	i	0	i	-8	i
- NC(=O)CSc1nc2sc(-c3ccccc3)cc2c(=O)n1N
  -3	i	i	i	i	i	i	-3	i	-5	i
- CCC(=O)Nc1ccc2c(c1)ncn2-c1ccccc1
  4	i	i	i	i	i	i	4	i	-13	i
- CCOc1ccc(-c2nnc(-c3ccncc3)o2)cc1OCC
  0	i	i	i	i	i	i	3	i	-14	i
- CCN(CC)c1ccc(NC(=O)CSc2nc3nc(C)cc(C)c3c(=O)[nH]2)cc1
  3	i	i	i	i	i	i	·	i	-13	i
- CCN(CC)C(=O)CCC(=O)Nc1ccc(C(=O)OC)cc1
  -12	i	i	i	i	i	i	1	i	-7	i
- Cc1cc(NC(=O)CSCc2nc(-c3cccc(F)c3)oc2C)no1
  1	i	i	i	i	i	i	2	i	-9	i
- COC(=O)c1nc(-n2nc(C)cc2C)ccc1Cl
  2	i	i	i	i	i	i	·	i	-8	i
- CCOC(=O)C1(Cc2cccc(F)c2)CCN(C(=O)Cc2cccnc2)CC1
  0	i	i	i	i	i	i	-1	i	-3	i
- CCOC(=O)c1ccc(Nc2c(CC)c(C)nc3ncnn23)cc1
  -7	i	i	i	i	i	i	2	i	-9	i
- O=C(NC(=S)Nc1cc(Cl)ccc1N1CCOCC1)c1ccc(-c2cccc(Cl)c2)o1
  6	i	i	i	i	i	i	-1	i	-8	i
- CCOc1ccccc1NC(=O)CN1C(=O)C(=O)N(Cc2ccco2)C1=O
  ·	i	i	i	i	i	i	1	i	-7	i
- Nc1nonc1-n1nnc(C(=O)N/N=C/c2ccc(OCc3ccccc3)cc2)c1CN1CCCCC1
  0	i	i	i	i	i	i	1	i	-4	i
- C1=CN2CCC1C(c1ccccc1)C2 (stereo not given)
  -5	i	i	i	i	i	i	-3	i	-5	i
- Cc1n[nH]c(=S)n(NC(=O)/C=C/C(=O)Nn2c(=S)[nH]nc(C)c2=O)c1=O
  12	i	i	i	·	i	i	·	i	-9	i
- CC(C)(C)OC(=O)N1CCC(CNC(=O)c2ccc(F)cc2)CC1
  -1	i	i	i	i	i	i	1	i	-4	i
- Cc1ccc(S(=O)(=O)CCC(=O)OCC(=O)NC(N)=O)cc1
  -5	i	i	i	i	i	i	-1	i	-10	i
- CN1CCN(CCC2Oc3cc([N+](=O)[O-])ccc3NC2=O)CC1 (stereo not given)
  4	i	i	i	i	i	i	7	i	-11	i
- Cc1cccc2cc(C#N)c(SCC(=O)N3CCC(C)CC3)nc12
  -2	i	i	i	i	i	i	2	i	-12	i
- Cn1ncc(Cl)c1C(=O)Nc1ccc2c(c1)CCC2
  2	i	i	i	i	i	i	2	i	-6	i
- CCOc1ccccc1N(CC(=O)N1CCCC1)S(C)(=O)=O
  12	i	i	i	i	i	i	-2	i	-2	i
- C/C(=N\NC(=O)C(=O)Nc1c(C)n(C)n(-c2ccccc2)c1=O)c1ccc(Cl)s1
  -3	i	i	i	i	i	i	2	i	-7	i
- CCc1ccccc1N(CC(=O)NCC1CCCO1)C(=O)CCC(=O)Nc1nccs1 (stereo not given)
  2	i	i	i	i	i	i	-1	i	-6	i
- CCOC(=O)c1cc2c(s1)-c1c(C)cccc1OC2
  2	i	i	i	i	i	i	-18	i	-8	i
- O=C1c2cccc3cccc(c23)C(=O)N1OS(=O)(=O)c1ccccc1
  -13	i	i	i	i	i	i	2	i	-4	i
- COC(=O)c1cc(NC(=O)/C=C/c2ccc3c(c2)OCO3)cc(C(=O)OC)c1
  -5	i	i	i	i	i	i	-12	i	-16	i
- COc1ccc(CN(CCC#N)CCC2(c3ccccc3)CC(C)N(C)CC2C)cc1OC (stereo not given)
  0	i	i	i	i	i	i	5	i	-8	i
- CN1CCN(c2nc(-c3ccccc3)ncc2S(C)(=O)=O)CC1
  4	i	i	i	i	i	i	-4	i	-3	i

Ordered by number of heavy atoms (highest first): some entries from above.
Screens in order: DYRK1A inh	KCNQ1 act	TRPC4 potent	ANO1 activ	TMEM16A inh	TRPC4 act	KCNK9 block	HDAC3 inhib	KCNQ1 block	hERG protect	KCNK3 block
- Nc1nonc1-n1nnc(C(=O)N/N=C/c2ccc(OCc3ccccc3)cc2)c1CN1CCCCC1
  0	i	i	i	i	i	i	1	i	-4	i
- COc1ccc(CN(CCC#N)CCC2(c3ccccc3)CC(C)N(C)CC2C)cc1OC (stereo not given)
  0	i	i	i	i	i	i	5	i	-8	i
- O=C(NC(=S)Nc1cc(Cl)ccc1N1CCOCC1)c1ccc(-c2cccc(Cl)c2)o1
  6	i	i	i	i	i	i	-1	i	-8	i
- C/C(=N\NC(=O)C(=O)Nc1c(C)n(C)n(-c2ccccc2)c1=O)c1ccc(Cl)s1
  -3	i	i	i	i	i	i	2	i	-7	i
- COC(=O)c1cc(NC(=O)/C=C/c2ccc3c(c2)OCO3)cc(C(=O)OC)c1
  -5	i	i	i	i	i	i	-12	i	-16	i
- CCOc1ccccc1NC(=O)CN1C(=O)C(=O)N(Cc2ccco2)C1=O
  ·	i	i	i	i	i	i	1	i	-7	i
- Cc1n[nH]c(=S)n(NC(=O)/C=C/C(=O)Nn2c(=S)[nH]nc(C)c2=O)c1=O
  12	i	i	i	·	i	i	·	i	-9	i
- O=C1c2cccc3cccc(c23)C(=O)N1OS(=O)(=O)c1ccccc1
  -13	i	i	i	i	i	i	2	i	-4	i
- CCOC(=O)c1ccc(Nc2c(CC)c(C)nc3ncnn23)cc1
  -7	i	i	i	i	i	i	2	i	-9	i
- CN1CCN(CCC2Oc3cc([N+](=O)[O-])ccc3NC2=O)CC1 (stereo not given)
  4	i	i	i	i	i	i	7	i	-11	i
- Cc1ccc(S(=O)(=O)CCC(=O)OCC(=O)NC(N)=O)cc1
  -5	i	i	i	i	i	i	-1	i	-10	i
- Cn1ncc(Cl)c1C(=O)Nc1ccc2c(c1)CCC2
  2	i	i	i	i	i	i	2	i	-6	i

More results follow:
Screens in order: DYRK1A inh	KCNQ1 act	TRPC4 potent	ANO1 activ	TMEM16A inh	TRPC4 act	KCNK9 block	HDAC3 inhib	KCNQ1 block	hERG protect	KCNK3 block
- Cc1cc(Oc2ccc(-c3ccccc3)cc2)n2ncnc2n1
  -1	i	i	i	i	i	i	2	i	-22	i
- COc1ccc(CCN(C)C/C=C/c2ccccc2)cc1OC
  -3	i	i	i	i	i	i	8	i	-8	i
- Cc1cc(C)cc(NC(=O)C2C3C=CC(O3)C2C(=O)O)c1 (stereo not given)
  5	i	i	i	i	i	i	-2	i	-8	i
- C/C(=N\NC(=O)COc1cccc(C)c1)c1ccc2ccccc2c1O
  1	i	i	i	i	i	i	5	i	-14	i
- CSc1ccc(S(=O)(=O)NCc2ccc(C)cc2)cc1
  4	i	i	i	i	i	i	1	i	-5	i
- CCOc1c2ccc(C(=O)NCC34CC5CC(CC(C5)C3)C4)cc2nn1CC
  3	i	i	i	i	i	i	-25	i	-11	i
- O=C(O)c1nn(-c2ccccc2C(F)(F)F)cc1O
  13	i	i	i	i	i	i	-2	i	-11	i
- COc1ccc(CNC(=O)[C@H](C)NC(=O)[C@@H]2Cc3ccccc3CN2)cc1
  -8	i	i	i	i	i	i	-2	i	-5	i
- Cc1cc2nc(-c3ccc(NC(=O)C(C)C)cc3)oc2cc1C
  -6	i	i	i	i	i	i	-11	i	-10	i
- CCOC(=O)C1CCCN(Cc2nc(N)nc(Nc3ccc(Cl)cc3)n2)C1 (stereo not given)
  16	i	i	i	i	i	i	13	i	-12	i
- C=C(C)c1cccc(C(C)(C)NC(=O)N2CCN(c3ccccc3)CC2)c1
  6	i	i	i	i	i	i	?	i	-6	i
- COc1cccc(C(=O)/C=C/Nc2ccc(S(=O)(=O)Nc3cccc(C(C)=O)c3)cc2)c1
  1	i	i	i	i	i	i	-4	i	-5	i
